ZTA DNA inh: ZTA (EBV) inhibition in EBNA-1 counter-screen; P03206; ZTA-DNA binding, fluorescence polarization; inhibition, % at 11 µM; 0.15% of 320,000 active; AID 2234; in the data active = inhibition above about 33%
pPAFAH inh: inhibitors of human plasma PAF acetylhydrolase (pPAFAH). inhibition, % at 3.39 µM. Q13093. recombinant pPAFAH, FP-rhodamine probe fluorescence polarization. 1.5% of 330,000 active;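 active = inhibition above the mean inhibition across the screen plus 3 SD, cut at about 25% in these data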;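 note: inhibitors block binding of the rhodamine activity-based probe so polarization drops; 0% = enzyme with DMSO and 100% = wells lacking pPAFAH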
PAFAH1B2 FP inh: PAFAH1B2 (human) inhibition; 1.2% of 340,000 active; P68402; inhibition, % at 3.39 µM; recombinant PAFAH1B2, FP-rhodamine activity probe, fluorescence polarization;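 active = inhibition above the mean of all tested compounds plus 3 SD, cut at about 24% in these data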;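 note: 0% = enzyme with DMSO and 100% = wells lacking PAFAH1B2; many of its hits are not listed in these tables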
PAFAH2 FP inh: inhibitors of human PAFAH2; Q99487; recombinant PAFAH2, FP-rhodamine activity probe, fluorescence polarization; inhibition, % at 3.39 µM; 0.99% of 340,000 active; AID 492956;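 active = inhibition above the mean over all tested compounds plus 3 SD, cut at about 30% in these data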;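 note: inhibitors block probe labeling of enzyme so polarization drops; 0% = enzyme with DMSO and 100% = wells lacking PAFAH2 protein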
LYPLA1 inh: counter-screen for PME1 inhibitors: inhibitors of human LYPLA1; inhibition, % at 5.9 µM; O75608; 0.16% of 320,000 active; recombinant LYPLA1, FP-Rh probe fluorescence polarization;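 active = inhibition above the mean of all tested compounds plus 3 SD, set per campaign, cut at about 14% in these data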;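 note: inhibitors block serine hydrolase probe labeling of LYPLA1 so polarization falls; 0% = enzyme with DMSO and 100% = wells lacking LYPLA1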
Target sequence (O75608 whole entry, looked up): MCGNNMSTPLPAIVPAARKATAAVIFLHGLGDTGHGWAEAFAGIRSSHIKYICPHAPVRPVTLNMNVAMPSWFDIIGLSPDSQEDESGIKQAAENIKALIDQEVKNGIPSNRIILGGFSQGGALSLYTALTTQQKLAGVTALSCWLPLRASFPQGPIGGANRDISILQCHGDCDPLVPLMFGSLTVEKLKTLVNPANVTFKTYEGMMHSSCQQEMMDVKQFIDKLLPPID
PAFAH1B3 inh: inhibitors of human PAFAH1B3 | Q15102 | recombinant PAFAH1B3, FP-rhodamine probe, fluorescence polarization | inhibition, % at 3.39 µM | 0.28% of 340,000 active;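 active = inhibition above the screen-wide average of all tested compounds plus 3 SD, cut at about 25% in these data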;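 note: 0% = enzyme with DMSO only and 100% = wells lacking PAFAH1B3 protein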
EBNA-1 inhibitor: blocks EBNA-1 binding to DNA. EBNA-1 DNA binding, fluorescence polarization. inhibition, % at 14.8 µM. 0.34% of 300,000 active. AID 1950; in the data active = inhibition above about 28%
LYPLA2 inh: counter-screen for PME1 inhibitors: inhibitors of human LYPLA2; O95372; recombinant LYPLA2, FP-Rh probe fluorescence polarization; inhibition, % at 5.9 µM; 0.38% of 320,000 active; AID 2177;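 active = inhibition above the screen-wide mean plus 3 SD, limit set per campaign, cut at about 26% in these data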;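 note: 0% = LYPLA2 with DMSO and 100% = wells lacking LYPLA2 enzyme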
PREPL inhibitor: inhibitors of human prolyl oligopeptidase-like enzyme PREPL; 0.68% of 320,000 active; inhibition, % at 5.96 µM; recombinant PREPL, fluorescence polarization activity-based probe; in the data active = inhibition above about 43%;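 note: 0% = enzyme with DMSO and 100% = wells lacking enzyme; many of its hits are not listed in these tables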
Target sequence (Q4J6C6 whole entry, looked up): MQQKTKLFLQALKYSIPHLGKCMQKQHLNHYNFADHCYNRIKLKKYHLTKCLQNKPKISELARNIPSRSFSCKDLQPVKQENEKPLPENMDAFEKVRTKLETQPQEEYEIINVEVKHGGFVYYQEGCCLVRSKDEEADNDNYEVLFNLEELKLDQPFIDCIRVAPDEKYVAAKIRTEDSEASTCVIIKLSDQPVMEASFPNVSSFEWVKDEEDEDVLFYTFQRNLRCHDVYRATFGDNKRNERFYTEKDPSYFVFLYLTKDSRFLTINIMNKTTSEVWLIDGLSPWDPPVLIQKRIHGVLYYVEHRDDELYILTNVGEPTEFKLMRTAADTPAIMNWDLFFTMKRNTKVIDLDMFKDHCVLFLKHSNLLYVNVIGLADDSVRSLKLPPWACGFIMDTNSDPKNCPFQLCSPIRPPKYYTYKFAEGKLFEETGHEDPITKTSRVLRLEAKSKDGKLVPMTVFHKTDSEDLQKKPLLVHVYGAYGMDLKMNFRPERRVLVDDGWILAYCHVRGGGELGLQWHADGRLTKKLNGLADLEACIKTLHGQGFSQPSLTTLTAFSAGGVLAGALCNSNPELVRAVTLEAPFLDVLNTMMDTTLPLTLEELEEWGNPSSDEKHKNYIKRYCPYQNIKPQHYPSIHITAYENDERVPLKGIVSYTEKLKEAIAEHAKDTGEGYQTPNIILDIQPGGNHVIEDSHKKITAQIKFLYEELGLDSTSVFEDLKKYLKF
* hit, by the source's call; . = no result given. Not all compounds are listed. The share of hits here may be higher or lower than overall.

SMILES	ZTA DNA inh	pPAFAH inh	PAFAH1B2 FP inh	PAFAH2 FP inh	LYPLA1 inh	PAFAH1B3 inh	EBNA-1 inhibitor	LYPLA2 inh	PREPL inhibitor
CC(C)CC(NC(=O)c1ccc(Cl)cc1)C(=O)OCC(=O)c1ccc2c(c1)NC(=O)CO2 (centres undefined)	-20	-2	0	-3	-4	-6	11	-9	3
O=C(Nc1ccccc1NC(=O)c1csnn1)c1csnn1	8	2	-5	7	-2	2	-3	-5	-2
Cc1ccc(Cl)cc1N1CCN(C(=O)C2CCN(S(C)(=O)=O)CC2)CC1	-6	-6	6	-4	0	7	-13	-2	20
CSc1ccccc1OCc1cc(C(=O)NCc2csc(C(C)C)n2)no1	-4	5	-3	-2	-2	10	4	3	-3
CC(=O)c1ccc(O)c(CC=C(C)C)c1O	-7	-10	-2	-5	-6	7	-11	-12	1
CC(C)(C)C(=O)Nc1nc(C2CCCN2S(=O)(=O)c2ccc(Cl)cc2)cs1 (centres undefined)	12	-1	6	-5	0	-6	12	-7	0
Cc1ccc(C(=O)Nc2cccc(C(=O)O)c2)cc1S(=O)(=O)N1CCOCC1	9	2	3	6	0	-3	-3	-1	16
COc1ccccc1NC(=O)CSc1nc2ccccc2cc1Cc1ccccc1	1	-4	-2	4	-7	4	-1	-10	-7
CN(C)Cc1c(C(C)(C)O)[nH]c2ccc(C(F)(F)F)cc12	.	2	-3	0	.	7	.	.	3
CCC(Cc1ccccc1)NS(=O)(=O)c1c(C)nc2sccn2c1=O (centres undefined)	2	1	-3	1	1	0	-9	4	15
COc1ccc(-c2cc(N3C(=O)Nc4ccccc4N3O)n[nH]2)cc1OC	6	4	-2	-1	3	2	10	6	11
COc1cccc(/C=C2\SC(=O)N(CC(=O)NC3CCS(=O)(=O)C3)C2=O)c1 (centres undefined)	-3	3	5	-6	4	12	0	8	20
CCOc1cc(C(=O)OCC(=O)Nc2ccc(SC(F)F)cc2)cc(OCC)c1OCC	11	-17	-13	-27	-26	-22	2	-56	11
CCCc1nc2sc3c(c2c(=O)n1NC(=O)CCC(=O)O)CCCC3	-11	4	2	-1	1	4	0	0	1
Cc1cc(C)n(-c2cc(N3CCOCC3)ncn2)n1	6	6	0	1	-2	12	11	-8	-7
O=C(C[C@@H]1C/C=C\C[C@@H](Cc2ccc(F)cc2)C(=O)OCCNC1=O)NCCO	.	2	16	12	.	6	.	.	9
COCCN(C(=O)CNC(=O)c1cccs1)C(C(=O)NC1CCCC1)c1cccs1 (centres undefined)	-26	5	-1	2	1	4	-8	7	-1
COc1ccc(Cn2nnnc2C(c2cc3cc(C)ccc3[nH]c2=O)N2CCOCC2)cc1 (centres undefined)	5	3	13	-1	0	6	5	0	2
Cc1cccc(CSc2nnc([C@@H]3CCCN3C(=O)OC(C)(C)C)o2)c1	7	3	7	-3	0	2	11	1	8
Cc1ccc(NC(=O)NC(=O)CN2CCCC2c2ccc3c(c2)OCCO3)cc1C (centres undefined)	-7	9	-2	2	-1	6	.	-2	-11
COc1ccc2cc(C(=O)NCc3ccccc3)c(=Nc3ccc(C(=O)O)cc3)oc2c1	9	1	3	25	-1	7	-7	-5	13
CCOC(=O)c1ccc(NC(=O)COc2ccc(S(=O)(=O)NC(C)C)cc2)cc1	7	4	-6	-10	1	4	7	1	3
O=C(NCc1ccccc1F)C1CCCN1C(=O)Nc1ccc(F)cc1 (centres undefined)	-15	0	-2	1	-2	4	-10	-5	-6
N#Cc1c(-c2ccccc2)cc(C2CC2)nc1N	-3	9	4	0	-1	6	-18	4	6
Cc1cc(C)c(C#N)c(SCC(=O)C2CC2)n1	4	8	.	.	3	.	7	-3	9
O=C(Oc1ccc(-c2cnc3ccccc3n2)cc1)c1ccc(Cl)c([N+](=O)[O-])c1	-4	-1	2	1	-1	2	3	3	9
O=C(/C=C/c1ccc([N+](=O)[O-])cc1)Oc1ccc(/C=N/NC(=O)c2ccncc2)cc1	-11	-1	-9	12	-3	-1	6	-9	15
O=C(CCS(=O)(=O)Cc1ccccc1F)NCc1ccccc1Cl	16	2	6	-4	5	0	1	1	2
CCN1CCN(C(=O)C2CCCN(c3ncnc4c3nc3n4CCCCC3)C2)CC1 (centres undefined)	-8	4	0	11	1	4	-17	2	9
COc1ccccc1NC(=S)NCCSc1ccc(C)cc1	19	11	14	-3	-6	-2	9	0	-4
O=C1[C@H]2[C@@H](c3ccc(F)cc3)N3C(=O)N(c4ccccc4)C(=O)[C@@]3(Cc3ccccc3)[C@H]2C(=O)N1C1CCCCC1	-12	2	4	2	-2	6	-6	0	15
COc1ccc(-c2ccccc2[C@H]2[C@@H]3C=CC[C@@H](C)[C@@H]3C(=O)N2Cc2ccccc2)cc1	.	10	1	-2	.	3	.	.	.
O=C(CN1CCN(C(=O)C2CC2)CC1)Nc1cc(C(F)(F)F)cc(C(F)(F)F)c1	-3	4	3	-5	1	1	.	5	1
Nc1cc(S(=O)(=O)Nc2ccc(Cl)cc2)ccc1N1CCOCC1	2	25*	1	4	6	-3	-18	7	-22
Cc1cc2nc(-c3ccc[nH]c3=O)[nH]c2cc1C	-14	2	9	-2	2	9	-7	0	11
CCN(CC)S(=O)(=O)c1ccc(N2CCCC2)c(NC(=O)Cc2cc(OC)c(OC)c(OC)c2)c1	15	2	3	1	4	3	5	4	4
CC1CCN(C(=O)c2ccc(N3CCOCC3)c([N+](=O)[O-])c2)CC1	.	6	4	6	.	5	.	.	9
CC(/C=N\N1CCN(Cc2ccc(C)cc2)CC1)=C\c1ccccc1	-30	4	0	-5	2	-1	5	11	13
CCc1ccccc1NC(=O)N[C@@H](C)C(=O)O	-12	3	4	0	3	-1	-2	9	13
CN1C(C(=O)NCc2cccc(Br)c2)CC2Cn3c(nc4cc(Cl)c(Cl)cc43)C21 (centres undefined)	-3	0	5	-4	-2	4	6	-11	-50
CC1SCC(=O)N(CC(=O)NCc2ccccc2)C1=O (centres undefined)	-9	5	-1	-7	-1	8	-2	0	-6
CCOc1ccc(C(c2nnnn2C(C)(C)C)N2CCN(C(=O)c3ccco3)CC2)cc1 (centres undefined)	5	-3	-11	2	-3	-1	10	-6	-5
CCN(C(=O)Cn1c(=O)oc2ccccc21)c1cccc(C(F)(F)F)c1	-13	3	-1	-4	3	-4	-6	4	17
CCCn1ncc(CN2CCC(CO)(CC3CCCCO3)CC2)c1C (centres undefined)	-2	6	5	3	-2	9	6	2	2
CCN(CCO)Cc1cc(=O)oc2cc3c(cc12)CCC3	6	4	3	6	1	3	2	-6	5
Nc1ccccc1C#Cc1ccccc1	-4	-1	4	2	0	2	-19	-1	1
COC(=O)c1ccc(NC(=O)CCS(=O)(=O)c2ccc3c(c2)NC(=O)C(C)S3)cc1 (centres undefined)	-10	7	2	5	-2	3	4	-1	11
Cc1cc(C)cc(NC(=O)CN2C(=O)NC(Cc3c[nH]c4ccccc34)C2=O)c1 (centres undefined)	.	4	5	3	.	-5	.	.	24
O=C(Nc1ccc(CN2CCOCC2)cc1)c1ccc(N2CCCC2)c([N+](=O)[O-])c1	-13	-1	4	5	-2	1	-1	-3	13
[O-][n+]1c2c(nn1-c1ccc(Cl)c(Cl)c1)-c1nonc1CC2	5	2	2	6	2	1	5	2	-11
Cn1cc(CN2CCC(n3nccc3NC(=O)CCCc3ccccc3)CC2)cn1	12	5	-1	-4	2	6	-3	5	14
CC(C)(C)C(=O)Nc1cc2c3c(c1)CCN3C(=O)CC2	-14	5	-2	0	-1	4	-1	3	-6
CC1(C)CC(CNCCC(c2ccc(F)cc2)c2ccco2)CCO1 (centres undefined)	-3	7	8	-4	1	11	1	4	-19
O=C(CC1C(=O)NCCN1CC1CCCCC1)NCc1ccc(F)cc1F (centres undefined)	3	-1	1	1	2	6	8	-2	7
CCOc1cccc(-c2nnc3sc(C4CCCCC4)nn23)c1	-9	6	5	5	-1	9	-5	6	9
O=C(COc1ccc([N+](=O)[O-])cc1)N(Cc1cccs1)C1CCS(=O)(=O)C1 (centres undefined)	7	12	5	7	-4	4	1	-7	32
CCC(C)NC(=O)Cn1cccc1C(=O)c1ccccc1 (centres undefined)	-13	0	3	-8	4	3	7	2	-5
Cc1ccc2nc(SCC(=O)N3CCN(C(=O)c4ccco4)CC3)[nH]c2c1	-3	-4	1	2	3	2	2	7	4
COc1ccccc1-c1nnc(NC(=O)c2ccc(S(=O)(=O)N(C)C)cc2)o1	3	2	5	2	-1	1	0	1	-6
CCOC(=O)c1cc2c(nc1N)CC(C)(C)OC2	12	5	0	5	-1	1	0	-2	8

Copied from the list:
LYPLA1 inh, `Cc1cccc(CSc2nnc([C@@H]3CCCN3C(=O)OC(C)(C)C)o2)c1` reads 0
PREPL inhibitor, `CCCn1ncc(CN2CCC(CO)(CC3CCCCO3)CC2)c1C` (centres undefined) reads 2

Continuation:
SMILES	ZTA DNA inh	pPAFAH inh	PAFAH1B2 FP inh	PAFAH2 FP inh	LYPLA1 inh	PAFAH1B3 inh	EBNA-1 inhibitor	LYPLA2 inh	PREPL inhibitor
C[C@@H]1CN(C(=O)c2nc3ccc(Cl)cn3c2CN2CCc3sccc3C2)C[C@H](C)O1	-12	0	-6	-10	-2	0	0	2	12
N#CCOC(=O)c1c2c(nc3ccccc13)CCC2	2	1	6	6	0	0	-1	5	1
CC(C)c1ccc(C(C(=O)NC2CCCCC2)N(C(=O)c2csnn2)C2CC2)cc1 (centres undefined)	9	0	5	-2	-2	18	-20	-4	8
O=C1/C(=C/c2cccs2)N=C(c2cccs2)N1Nc1ccccc1	8	8	-4	-6	-12	-2	-11	-12	-23
O=C(Nc1ccccc1F)c1ccc(-n2cncn2)nc1	1	2	3	2	-2	-1	-4	-1	5
COc1ccc(/C=C/C(=O)NC(=S)NCc2ccccc2)cc1OC	20	6	2	5	-2	2	2	-2	6
COc1ccc(CCCNC(=O)CC#N)cc1OC	-1	4	0	4	0	-5	-5	-4	7
O=C(NCc1cccs1)c1ccccc1	9	5	4	7	-1	4	-2	1	2
COc1cc(C)c(NC(=O)COc2cccc3c2OC(C)(C)C3)cc1OC	-20	4	5	0	1	9	.	-4	-15
Cn1c(SCC(=O)NC(C)(C)C)nnc1-c1cccc(NC(=O)c2ccccc2F)c1	-10	8	2	-8	0	2	-15	-5	22
N#CC(C(=O)C12CC3CC(CC(C3)C1)C2)c1nc2ccccc2[nH]1 (centres undefined)	-16	19	13	31*	-2	-3	-5	0	10
CC(=O)N1CCC(C(=O)NC2CC(C)(C)Cc3c2cnn3-c2ccc(F)cc2)CC1 (centres undefined)	5	3	2	1	0	4	-5	6	6
CCOc1ccccc1C(=O)NCC(=O)OCC(=O)c1ccc2c(c1)OCCO2	5	-4	2	-1	2	8	-2	3	-13
O=C(Nn1c(O)c(C=C2N=c3ccccc3=N2)sc1=S)c1cccc(Cl)c1	-2	9	10	9	-21	14	-7	-17	14
O=C(CC(=O)Nc1ccc(Cl)c(Cl)c1)N/N=C/c1ccc(O)cc1	5	1	-1	-12	-5	6	-11	-5	2
Cc1cc(NS(=O)(=O)c2ccc(NC(=O)CSc3nc4sc(C(=O)O)c(C)c4c(=O)[nH]3)cc2)no1	9	0	4	-6	-2	4	0	-7	-6
CCN(CC)C1CC(=O)N(c2cccc(C)c2)C1=O (centres undefined)	6	0	.	.	3	.	1	0	1
Cc1cc(Cl)ccc1C(=O)C1CCCN(C(=O)c2cncs2)C1 (centres undefined)	2	12	2	8	-1	5	-11	-3	-7
Fc1ccc(-c2ccc(/C=N\n3cnnc3)o2)cc1Cl	3	0	12	-6	1	5	-12	4	0
COCCNC(=O)CSc1nc2sc(C)c(C)c2c(=O)n1-c1ccccc1	-18	-4	.	.	0	.	-4	-7	5

Screening results: PubChem BioAssay, The Scripps Research Institute Molecular Screening Center
